GLS inh = glutaminase GLS (human) inhibition. GLS enzymatic activity, qHTS titration. Potency, µM (series often up to 45.5 µM), inactives show top-dose activity change, negative = inhibition, actives largely listed as inhibitors. 0.21% of 410,000 active; also: % is scaled to controls: 0 for no effect and ±100 for the full control effect
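Assay buffer: 45 mM KH2PO4 pH 8.2, 0.02% Tween-20. hKGA acts on L-glutamine (1 mM solution added); product glutamate is reported by an oxidase/peroxidase Amplex Red coupling, with fluorescence taken at baseline and 30 min.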
ERG-DNA inh = blocks human ERG Ets domain binding to DNA. P11308. fluorescence polarization, His-ERG Ets domain / labelled DNA. Potency, µM (series often up to 76.9 µM), without a hit: at the highest dose FP activity, negative = inhibition, hits mostly inhibitors. 0.028% of 370,000 active. AID 624246; active = well fitted inhibition curve with a large enough effect in the polarisation, with a control signal flat; inconclusive = small, poorly fitted or top-dose-only effect, or effect the other way, or a change in a side signal; inactive = no such curve, though single readings can be large or run the other way; the % refers to the polarisation;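 also: polarization taken with two DNA probes labelled with fluorescein and Texas red; % of control where 0% means no effect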
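His-tagged ERG Ets domain (1 uM in the protein solution; 300mM KCl, 50mM Tris-HCl, 1mM EDTA, 1mM DTT, pH 7.5) received compound, then a probe mix of 5 nM fluorescein-DNA and 100nM Texas-615-DNA. Fluorescence polarization was read for both dyes.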
rTrxR1 inhibitor = inhibitors of rat thioredoxin reductase 1 | O89049 | recombinant rTrxR1, NADPH fluorescence consumption, selenite substrate | Potency, µM (highest dose often 114 µM), without a hit: top-dose activity change, negative = inhibition, actives largely listed as inhibitors | 1% of 390,000 active; also: % is scaled to controls: 0 for no effect and ±100 for the full control effect; nearly all actives have a fitted effect of over 65% in size
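Rat TrxR1 (90 nM in the dispensed reagent) was pre-reduced with 400 uM NADPH for 5 min at room temperature, then incubated with compound for 15 min. After 400 uM selenite was added, NADPH fluorescence (Ex 340/Em 450 nm) was followed for 8 min.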
Pin1 inhibitor = inhibitors of human Pin1; Q13526; Pin1 FP peptide displacement, HiFluor488, 10 min; Potency, µM (doses to about 115 µM), inactives show at the top dose activity, negative = inhibition, usual class: inhibitors; 0.009% of 390,000 active; AID 504891; active = well fitted inhibition curve with a large enough effect in the polarisation, with a control signal flat, not every such curve was filed as active; inconclusive = small, poorly fitted or top-dose-only effect, or effect the other way, or a change in a side signal; inactive = no such curve, though single readings can be large or run the other way; the % refers to the polarisation; also: % is scaled to controls: 0 for no effect and ±100 for the full control effect
HP1b binding inh = blocks HP1-beta chromodomain binding to methylated histone tails. P83916. 0.56% of 390,000 active. Potency, µM (series often up to 114 µM), for inactives: at the top dose activity change, negative = inhibition, hits mostly inhibitors. AlphaScreen HP1-beta / biotin-H3K9me3 peptide binding; also: nearly all actives have a fitted effect of over 70% in size; inactives centre near 23
Target sequence (P83916 whole entry, looked up): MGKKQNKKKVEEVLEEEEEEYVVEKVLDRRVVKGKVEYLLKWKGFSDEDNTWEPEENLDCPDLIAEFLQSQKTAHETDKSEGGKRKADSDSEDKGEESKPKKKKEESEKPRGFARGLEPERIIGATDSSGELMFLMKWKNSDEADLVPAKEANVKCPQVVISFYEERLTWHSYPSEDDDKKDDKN
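Compound inhibition of the preformed complex between 50 nM HP1-beta and 50 nM biotinylated H3K9me3 peptide was read by AlphaScreen. Buffer was PBS pH 7.4 with 0.01% Tween-20. Incubations ran 30 min at room temperature, with 10 ug/mL donor/acceptor beads.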
JMJD2A Tudor = inhibitors of human JMJD2A Tudor domain. Potency, µM (top dose mostly 114 µM), for the others: at the top dose activity change, negative = inhibition, hits mostly inhibitors. AID 504339. O75164. 4.4% of 390,000 active. AlphaScreen JMJD2A-Tudor / H3K4me3 peptide binding; also: % is scaled to controls: 0 for no effect and ±100 for the full control effect; nearly all actives have a fitted effect of over 50% in size
Tb PGK inh = inhibitors of T. brucei phosphoglycerate kinase; P07378; PGK/GAPDH coupled, Kinase-Glo luminescence, 60 min; Potency, µM (series often up to 57.5 µM), for the others: at the top dose activity change, negative = inhibition, actives largely listed as inhibitors; 0.043% of 380,000 active; AID 602233; also: % is scaled to controls: 0 for no effect and ±100 for the full control effect; nearly all actives have a fitted effect of over 60% in size
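Luminescent ATP detection (Kinase-Glo Plus) follows a 60-minute room-temperature incubation, with wells lacking PGK as controls. Buffer: 100 mM TEA (pH 7.6), 5 mM MgCl2, 0.01% Tween-20. Coupling enzyme GAPDH (100 nM final) supplies unstable 1,3-BPG in-well.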
RGS4 inh = blocks human RGS4-accelerated GTP hydrolysis; Transcreener GDP fluorescence polarization, RGS4-accelerated GTP hydrolysis; 0.039% of 390,000 active; Potency, µM (titrated, usually from 114 µM), for inactives: at the top dose activity change, negative = inhibition, hits mostly inhibitors; AID 504845; also: % is scaled to controls: 0 for no effect and ±100 for the full control effect; nearly all actives have a fitted effect of over 75% in size; some results filed as inactive show a strong effect at the top dose
Target sequence (P49798 whole entry, looked up): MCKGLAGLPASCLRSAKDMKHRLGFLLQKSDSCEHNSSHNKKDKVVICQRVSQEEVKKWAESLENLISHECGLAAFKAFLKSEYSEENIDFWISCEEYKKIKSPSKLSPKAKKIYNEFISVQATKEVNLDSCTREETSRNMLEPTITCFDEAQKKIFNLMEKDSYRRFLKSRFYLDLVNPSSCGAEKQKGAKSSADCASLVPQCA
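MLSMR compounds (23 nl, pin-transferred) preincubated 10 min at room temperature with a 500nM (2x) first reagent, then RGS4 at 900nM (2x) plus Transcreener GDP mix added; fluorescence polarization (620/688 nm) read before and after 90 min at 30 °C.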
ALOX12 inh = blocks human arachidonate 12S-lipoxygenase; P18054; purified 12hLO, xylenol orange hydroperoxide absorbance; Potency, µM (top dose mostly 108 µM), for inactives: top-dose activity change, negative = inhibition, most hits filed as inhibitors; 1.1% of 580,000 active; AID 1671190; also: % is scaled to controls: 0 for no effect and ±100 for the full control effect
Target sequence (P18054 whole entry, looked up): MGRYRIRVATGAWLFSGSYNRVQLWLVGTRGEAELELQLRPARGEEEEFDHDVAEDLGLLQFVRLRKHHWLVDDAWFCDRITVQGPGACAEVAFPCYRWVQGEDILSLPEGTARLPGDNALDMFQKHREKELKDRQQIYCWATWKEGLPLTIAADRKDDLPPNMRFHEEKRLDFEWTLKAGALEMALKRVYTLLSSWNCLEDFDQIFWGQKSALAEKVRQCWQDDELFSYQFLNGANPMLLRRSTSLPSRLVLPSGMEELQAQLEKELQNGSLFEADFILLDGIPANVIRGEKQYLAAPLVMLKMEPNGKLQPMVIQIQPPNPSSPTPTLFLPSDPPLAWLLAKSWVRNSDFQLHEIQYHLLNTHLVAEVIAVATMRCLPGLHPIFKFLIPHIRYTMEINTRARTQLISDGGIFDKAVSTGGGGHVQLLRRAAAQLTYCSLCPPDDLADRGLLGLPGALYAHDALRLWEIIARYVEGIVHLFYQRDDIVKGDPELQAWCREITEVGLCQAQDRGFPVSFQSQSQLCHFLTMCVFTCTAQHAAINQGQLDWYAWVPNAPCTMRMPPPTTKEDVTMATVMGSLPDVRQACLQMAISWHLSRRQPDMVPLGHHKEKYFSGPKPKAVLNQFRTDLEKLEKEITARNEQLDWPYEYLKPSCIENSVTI
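Hydroperoxide product was detected by ferrous iron/xylenol orange as the 573 to 405 nm absorbance ratio. Arachidonic acid at 40 uM (final) was turned over for 30 min at room temperature by 150 nM human 12hLO, pH 7.0 Hepes buffer, after 15 min compound preincubation.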
* = called active by the depositor; i = inactive; ? = inconclusive; . = no result given; [ ] = remark or other dose. Unless noted, calls follow the shape of the dose curve; as a rule, active = well fitted curve in the direction sought with a large enough effect; inconclusive = small, poorly fitted or top-dose-only effect, or another doubt; inactive = no such curve, though single readings can be large; an effect the other way counts as inactive or inconclusive. Potency is read from the fitted curve at half-maximal effect.

SMILES	GLS inh	ERG-DNA inh	rTrxR1 inhibitor	Pin1 inhibitor	HP1b binding inh	JMJD2A Tudor	Tb PGK inh	RGS4 inh	ALOX12 inh
Cc1ccc(NC(=O)CN2C(=O)C(c3ccc(F)cc3)=NC23CCCCCC3)c(C)c1	3%	25%	12%	?	80%[activator]	-6%	.	-6%	-8%
COc1ccc(C2c3[nH]c4ccccc4c3C[C@H]3C(=O)N(C4CCN(Cc5ccccc5)CC4)CC(=O)N23)c(OC)c1 (some centres undefined)	1%	-2%	15%	23%	-16%	22µM*	.	?	9%
O=C(CSc1nnc(C2CC2)n1Cc1ccccc1)Nc1cccnc1Cl	-18%	-2%	26%[57.1 µM]	3%	24%	-5%	-1%	-3%	494%[activator]
CC1=CC2=NC(=O)/C(=C\c3cc(C)n(-c4cccc(Cl)c4)c3C)C(=N)N2O1	3%	-4%	3%[57.1 µM]	10%	10%	-9%	0%	-5%	-15%
O=C(Nc1cccnc1)c1ccc(Cl)cc1[N+](=O)[O-]	11%	-5%	9%[57.1 µM]	1%	-9%	-8%	1%	23%	-12%
COc1ccc(S(=O)(=O)Nc2ccccc2OC)cc1NC(=O)c1cc2ccccc2oc1=O	4%	1%	-8%	-1%	7%	-21%	-6%	-3%	9%
Cc1cccn2c(N)c(-c3ccccc3)nc12	16%	2%	-26%	-2%	21%	-25%	-1%	11%	0%
S=C(Nc1ccccc1Cl)Nc1ccc(Cl)cc1Cl	9%	2%	?	-4%	14%	-8%	-1%	-38%	?
CCc1ccccc1NC(=O)N1CCCC(CCC(=O)N(C)CCc2ccccn2)C1 (centres undefined)	-6%	-5%	18%	4%	20%	-9%	8%	-2%	-8%
COc1ccc(Oc2cn[nH]c2-c2ccc(OC)cc2O)cc1	1%	5%	6%[57.1 µM]	?	?	?	-6%	-8%	?
O=C(Cn1cnc2c(cnn2-c2ccccc2)c1=O)Nc1cc(S(=O)(=O)N2CCOCC2)ccc1Cl	-6%	-1%	-2%	?	23%	-14%	-3%	-15%	9%
Nc1ccc(CCC(=O)N2CCCC2)cc1	2%	-5%	1%	7%	17%	-8%	i	5%	-15%
CCC(=O)Nc1ccc2c(c1)nc1n2CCN(C2CCCCC2)C1	-12%	9%	17%[57.1 µM]	-1%	4%	-31%	8%	?	40%[activator]
Cn1cnnc1SCC(C)(C)NS(=O)(=O)c1ccc(Cl)cc1	4%	-3%	17%[57.1 µM]	-1%	20%	4%	i	10%	?
COc1ccc(CCNC(=O)c2ccc3c(c2)NC(=O)C(N2CCOCC2)S3)cc1OC (centres undefined)	?	-4%	-15%	19%	17%	-9%	1%	6%	1%
CCOC(=O)Cc1csc(SCC(=O)NC2CCS(=O)(=O)C2)n1 (centres undefined)	-5%	-9%	27%	-3%	47%[activator]	0%	-7%	0%	14%
CCOC(=O)c1cc(-c2ccc(F)cc2)n(CCC(=O)NCc2ccccc2OC)c1C	-12%	-1%	20%[57.1 µM]	17%	?	?	0%	20%	?
Cc1c(-c2ccccc2)[n+](=O)c2c(n1[O-])CCCC2	-8%	0%	17%[57.1 µM]	-6%	26%	6%	-12%	-45%	0%
O=C(Cc1ccc(Cl)cc1)Nc1ccccc1C(=O)N1CCCCC1	-1%	-14%	-10%	-2%	45%[activator]	-7%	-4%	9%	-4%
Clc1ccc(Oc2nc(N3CCOCC3)nc(N3CCOCC3)n2)cc1	-10%	-8%	-3%	0%	45%[activator]	8%	-4%	-18%	5%
COc1ccc(N=Nc2nc3cc(Br)c(Br)cc3n2C)c(OC)c1	-13%	-21%	-13%	.	45µM*	32µM*	-6%	-38%	-30%
CC(Sc1ccccc1)C(=O)NCCc1ccccc1 (centres undefined)	0%	1%	18%	0%	46%[activator]	18%	-9%	-1%	8%
COc1cccc(-c2cc(-c3cccnc3)c(C#N)c(N)n2)c1	0%	6%	52%	-6%	24%	-3%	-10%	-25%	10%
Cc1ccccc1SCC(=O)OCC(=O)Nc1ccc(N(C)C)cc1	18%	-2%	4%	5%	?	45µM*	-5%	-10%	?
CCOC(=O)CN1C(=O)N[C@@H](CCc2ccccc2)[C@@H](C(=O)OC)[C@H]1C	2%	-7%	13%	-20%	21%	-13%	0%	9%	7%
More structures follow.
SMILES	GLS inh	ERG-DNA inh	rTrxR1 inhibitor	Pin1 inhibitor	HP1b binding inh	JMJD2A Tudor	Tb PGK inh	RGS4 inh	ALOX12 inh
Cc1ccc2sc(N(Cc3cccnc3)C(=O)Cc3ccccc3)nc2c1C	4%	3%	9%[57.1 µM]	28%	42%	-3%	-8%	-27%	-16%
Cc1cccc(OCC(=O)Nc2ccc(S(=O)(=O)N3CCN(C)CC3)cc2)c1	6%	4%	20%	-1%	26%	-5%	-4%	2%	-4%
CCc1ccc(NC(=S)N2CCCC(C(F)(F)F)C2)cc1 (centres undefined)	21%	2%	10%	-9%	33%	-12%	?	-4%	-8%
NC(N)=N/N=C(\N=Nc1ccccc1)c1cccc2cccnc12	3%	.	-13%	-12%	3%	?	i	-23%	-2%
CCOc1ccc(-c2c(C(=O)N/N=C/c3ccsc3)nnn2-c2nonc2N)cc1	1%	-5%	13%	-1%	38%	-7%	0%	1%	0%
COC(=O)c1cc(NC(=O)c2cccs2)ccc1N1CCOCC1	-10%	12%	17%[57.1 µM]	-3%	-2%	50µM*	-9%	?	6%
CN(C)c1cc(Nc2ccc(O)cc2)c([N+](=O)[O-])c2nonc12	-2%	-18%	-6%	-1%	-3%	5%[11.4 µM]	-3%	-12%[11.4 µM]	-14%
CSc1ccc(/C=N/n2c(C3CCCCC3)n[nH]c2=S)cc1	-21%	1%	-31%	-4%	?	?	i	-32%	?
O=C(NCCCN1CCc2ccccc2C1)C1CCN(S(=O)(=O)N2CCCC2)CC1	16%	.	16%	2%	16%	-25%	.	-4%	15%
Cc1ccc(S(=O)(=O)N2CCN(C(=O)COC(=O)/C=C/c3ccc([N+](=O)[O-])cc3)CC2)c(C)c1	-3%	1%	-9%	2%	38%	-5%	0%	8%	2%
C=CCN=C1N[C@@H](c2cccc(C(F)(F)F)c2)C(C(=O)OC)=C(C)N1CC	1%	7%	5%	-11%	32%	?	-3%	1%	?
COc1ccc(CN2CCN(S(=O)(=O)c3ccc(F)cc3)CC2)cc1OC	-1%	-1%	5%	-1%	?	3.2µM*	i	-2%	?
Cc1ccc(-c2nnn(CCC(=O)NC(C)(C)C)n2)cc1	2%	2%	11%[57.1 µM]	1%	24%	4%	6%	23%	-10%
CCc1ccc(CN(C)C(=O)CCc2nnc(CCc3cccc(OC)c3)o2)nc1	3%	-4%	-6%	7%	40%[activator]	-15%	4%	0%	8%
COC(=O)NCc1ccc2c(c1)OCO2	-5%	-3%	-11%	2%	30%	-8%	i	-35%	0%
Cc1c(C(=O)N2CCN(Cc3ccc4c(c3)OCO4)CC2)cccc1[N+](=O)[O-]	2%	-2%	5%	-5%	23%	-5%	-11%	-7%	-17%
CCc1noc(C)c1C(=O)NNC(=O)c1ccc(N(CC)CC)cc1	16%	4%	26%	0%	26%	-15%	-7%	31%	14%
Cc1sc2ncnc(N3CCN(S(=O)(=O)c4ccc(F)cc4)CC3)c2c1C	-7%	-1%	-4%	?	40%[activator]	-11%	6%	14%	-20%
Cc1ccc(CNC(=O)c2cc(-c3ccccc3)nn2Cc2cc(C)no2)cc1	-2%	-7%	9%[57.1 µM]	-7%	35%	2%	-8%	-28%	?
CC(NC(=O)COC(=O)C1CCN(c2ccc(C(F)(F)F)cn2)CC1)c1ccc(F)cc1 (centres undefined)	-1%	-2%	22%	7%	36%[activator]	1%	-10%	-16%	1%
O=C(c1ccc(-c2ccccc2)cc1)N1CCN(Cc2ccccn2)CC1	0%	-9%	?	2%	13%	?	-3%	1%	0%

Complete entries, quoted from the list:
CC1=CC2=NC(=O)/C(=C\c3cc(C)n(-c4cccc(Cl)c4)c3C)C(=N)N2O1 as listed: GLS inh: 3%; ERG-DNA inh: -4%; rTrxR1 inhibitor: 3%[57.1 µM]; Pin1 inhibitor: 10%; HP1b binding inh: 10%; JMJD2A Tudor: -9%; Tb PGK inh: 0%; RGS4 inh: -5%; ALOX12 inh: -15%
O=C(Cc1ccc(Cl)cc1)Nc1ccccc1C(=O)N1CCCCC1 as listed: GLS inh: -1%; ERG-DNA inh: -14%; rTrxR1 inhibitor: -10%; Pin1 inhibitor: -2%; HP1b binding inh: 45%[activator]; JMJD2A Tudor: -7%; Tb PGK inh: -4%; RGS4 inh: 9%; ALOX12 inh: -4%
Cc1ccccc1SCC(=O)OCC(=O)Nc1ccc(N(C)C)cc1 as listed: GLS inh: 18%; ERG-DNA inh: -2%; rTrxR1 inhibitor: 4%; Pin1 inhibitor: 5%; HP1b binding inh: ?; JMJD2A Tudor: 45µM*; Tb PGK inh: -5%; RGS4 inh: -10%; ALOX12 inh: ?

Entries listed above that bear a hit mark in HP1b binding inh.
SMILES	GLS inh	ERG-DNA inh	rTrxR1 inhibitor	Pin1 inhibitor	HP1b binding inh	JMJD2A Tudor	Tb PGK inh	RGS4 inh	ALOX12 inh
COc1ccc(N=Nc2nc3cc(Br)c(Br)cc3n2C)c(OC)c1	-13%	-21%	-13%	.	45µM*	32µM*	-6%	-38%	-30%

Compound activity (PubChem BioAssay)

These rows are one share of the data, so the mix of outcomes need not match the whole.
